NCI-60 one-dose screen, 48 h, at 10 µM unless noted. Numbers give growth in % (100 = growth as untreated, 0 = no growth, -100 = all killed).
RPMI-8226 = RPMI-8226 leukemia cells. actives 7.5% (n = 77,000)
SR = SR leukemia cells. actives 8.7% (n = 73,000). AID 1794780
CCRF-CEM = CCRF-CEM leukemia; AID 1794778; actives 7% (n = 77,000)
MCF7 = MCF7 breast cancer. actives 6.3% (n = 82,000)
MDA-MB-231 = MDA-MB-231 breast cancer; actives 5% (n = 81,000); AID 1794789
K-562 = K-562 leukemia. actives 7.4% (n = 78,000)
MDA-MB-468 = MDA-MB-468 breast cancer; actives 8.5% (n = 78,000)
MOLT-4 = MOLT-4 leukemia cells | actives 6.9% (n = 80,000) | AID 1794779
* hit, by the source's call; . = not tested or not shown; & = joins results of further samples. Rule for the calls: active = growth percent below 10; inactive = the rest.

nr | molecule | RPMI-8226 | SR | CCRF-CEM | MCF7
1 | O=c1c2ccccc2nnn1-c1ccccc1 | 101 | 84 | 99 | 99
2 | CCOC(=O)c1cnc2ccc(Br)cc2c1Nc1cccc(S(N)(=O)=O)c1 | 97 | 95 | 102 | 94
3 | COc1ccccc1NC(=O)c1cccc(-c2cc(=O)c3c(O)c(OC)c(OC)cc3o2)c1 | 55 | 78 | 60 | 92
4 | Cc1ccc(/C=N/c2n[nH]c(Nc3ccccc3)n2)cc1 | 114 | 90 | 109 | 98
5 | Cc1ccc2cc(-c3nc4ccccc4o3)c(Cl)nc2c1Cl | 99 | 93 | 101 | 96
6 | CC(C)(C)NCC(O)COc1cccc2c1CCCC2=O (configuration not stated) | 110 | 101 | 111 | 110
7 | Cc1ccc(-c2nc(NS(=O)(=O)c3ccc(C)cc3)nc(Oc3ccccc3)c2C#N)cc1 | 94 | . | 107 | 83
8 | CSc1nc(N)c(C(=O)N(c2ccccc2)c2ccccc2)s1 | 78 | 80 | 88 | 101
9 | O=C1CNN=C(CCC(=O)c2nc3ccccc3[nH]2)N1 | 111 | . | 104 | 86
10 | NS(=O)(=O)c1ccc(N/C=C/C(=O)c2cc3ccccc3oc2=O)cc1 | 98 | 78 | 108 | 69
11 | Nc1ccn(CCOc2nc(Oc3ccccc3C(=O)O)cc(-c3ccco3)n2)c(=O)n1 | 89 | 72 | 88 | 78
12 | Cc1occc1-c1nc2s/c(=C\c3cn(-c4ccccc4)nc3-c3ccccc3)c(=O)n2n1 | 99 | . | 91 | 92
13 | O=C(/C=C/c1cccc(Cl)c1Cl)Nc1ncc(Cc2ccccc2Cl)s1 | 35 | 19 | 21 | 13
14 | CC(C)N(CCOC(=O)c1cc(I)cc(-c2ccccc2)c1O)C(C)C | 113 | 106 | 106 | 95
15 | N#Cc1ccccc1NC(=O)c1cc2cc(Nc3nc(-c4ccccc4)nc4ccccc34)ccc2oc1=O | 101 | 84 | 94 | 85

nr | MDA-MB-231 | K-562 | MDA-MB-468 | MOLT-4
1 | 109 | 111 | 114 | 94
2 | 90 | 91 | 106 | 85
3 | 84 | 78 | 91 | 72
4 | 113 | 100 | 116 | 110
5 | 91 | 87 | 97 | 99
6 | 130 | 105 | 101 | 120
7 | 116 | . | 99 | .
8 | 91 | 81 | 95 | 77
9 | 91 | . | 108 | 107
10 | 85 | 95 | 90 | 103
11 | 100 | 94 | 88 | 85
12 | 98 | 106 | 90 | 107
13 | 75 | 13 | 10 | 51
14 | 109 | 108 | 106 | 123
15 | 99 | 72 | 113 | 73

Later entries
nr | molecule | RPMI-8226 | SR | CCRF-CEM | MCF7
16 | Oc1ccccc1/C=C1/CCc2cc3ccccc3[o+]c21 | 90 | 78 | 94 | 86
17 | COC(=O)[C@H]1O[C@@H](n2cnc3c(=O)[nH]c(N)nc32)[C@H](O)[C@@H]1O | 106 | 101 | 108 | 97
18 | CC(C(=O)N1CCN(C(=O)Nc2ccccn2)CC1)c1ccc(Nc2ccnc(C(F)(F)F)c2)cc1 (configuration not stated) | 97 | 99 | 107 | 100
19 | CCOC(=O)c1c2ccncc2n2c(=O)n(-c3cccc(C)c3)nnc12 | 93 | 97 | 102 | 70
20 | NC(=S)c1ccc(Br)cc1 | 103 | 111 | 101 | 93
21 | Fc1ccc2c(c1)nc(-c1nc(-c3cnccn3)n[nH]1)c1cccn12 | 99 | 97 | 100 | 58
22 | Clc1ccccc1C=Nc1n[nH]c(Nc2ccccc2)c1-c1nc2ccccc2s1 | 114 | 77 | 69 | 96
23 | COc1cc(CC(=O)O)ccc1OC(C)=O | 101 | 76 | 101 | 98
24 | COc1ccc(C(=O)CC(C(=O)O)c2ccc3c(c2)OCO3)cc1OC (configuration not stated) | 103 | 94 | 97 | 97
25 | CC(C)CCCC(C)N (configuration not stated) | 101&107 | 109&89 | 105&96 | 100&93
26 | O=C(O)C1CCN(S(=O)(=O)c2ccc(-c3ccccc3)cc2)CC1 | 59 | . | 90 | 101
27 | CC(=O)/C=C(\C)NCCN/C(C)=C/C(C)=O | 105 | 99 | 114 | 104
28 | COc1c2c(cc3c1C(C)=NC(C)C3)OCO2 (configuration not stated) | 105 | 86 | 96 | 98
29 | NS(=O)(=O)c1cccc(NCCC(=O)c2ccccc2)c1 | 106 | 111 | 110 | 102
30 | CS(=O)(=O)c1ccc(C(=O)N/N=C/c2ccccc2)cc1 | 97 | 93 | 94 | 98

nr | MDA-MB-231 | K-562 | MDA-MB-468 | MOLT-4
16 | 94 | 79 | 75 | 70
17 | 106 | 103 | 106 | 102
18 | 106 | 93 | 108 | 106
19 | 98 | 102 | . | 83
20 | 97 | 102 | 103 | 103
21 | 85 | 106 | 94 | 96
22 | 91 | 78 | 108 | 66
23 | 109 | 97 | 116 | 92
24 | 120 | 92 | 91 | 91
25 | 105&114 | 118 | 90&112 | 100&79
26 | 99 | 109 | . | 107
27 | 116 | 107 | 135 | 114
28 | 101 | 96 | 110 | 97
29 | 100 | 100 | 102 | 110
30 | 94 | 89 | 111 | 75

Following part.
nr | molecule | RPMI-8226 | SR | CCRF-CEM | MCF7
31 | N#Cc1cnc2cc(OC[C@H](O)CO)c(NC(=O)CC3CSSC3)cc2c1Nc1ccc(OCc2cccc(F)c2)c(Cl)c1 | -69* | -73* | -82* | -69*
32 | N#Cc1c(-c2ccccc2F)cc(-c2ccccn2)[nH]c1=O | 98 | . | 99 | 92
33 | CC(=O)c1ccc(N2C(=O)[C@H]3CC=CC[C@H]3C2=O)cc1 | 106 | 99 | 102 | 103
34 | O=c1/c(=C/c2ccccc2Cl)sc2nc(-c3ccccc3)nn12 | 51 | 45 | 56 | 91
35 | CC1CC(c2ccccc2)C(=O)CN1C (configuration not stated) | 105 | 100 | 96 | 93
36 | CSc1nc2c(c(=O)n1C)C1(C(=O)N(Cc3ccccc3)c3ccccc31)c1c(nc(SC)n(C)c1=O)N2 | 59 | 104 | 99 | 83
37 | CCCSC1=NC2C(N(CC)C(=O)N2CC)N1/N=C/C=C/c1ccccc1 (configuration not stated) | 82 | 92 | 96 | 97
38 | C=CCn1c(SCC(=O)Nc2ccc(C(=O)/C=C/c3cc(OC)c(OC)c(OC)c3)cc2)nnc1-c1cc(-c2ccc(OC)cc2)nc2ccccc12 | 56 | 51 | 67 | 64
39 | Cc1c(CCO)cc(-c2ccc(Cl)cc2)n1-c1ccccc1 | 91 | 101 | 98 | 108
40 | COc1ccc2c(O)cc3c(c2c1)[C@H](CCl)CN3C(=O)c1cc2cc(NC(=O)CCN3CCOCC3)ccc2[se]1 | 80 | 52 | 76 | -48*
41 | CN(C(=O)CSC(N)=O)c1ccccc1 | 107 | 103 | 105 | 101
42 | C=CCn1c(SCC(=O)Nc2cccc(C(=O)/C=C/c3cc(OC)c(OC)c(OC)c3)c2)nc2ccccc2c1=O | -9.5* | . | 9.1* | 18
43 | CCOC(=O)n1ncc2c(Nc3ccc(NC(C)=O)cc3)ncnc21 | 100 | 92 | 101 | 90
44 | CC1(C)CC[C@]2(C(=O)N3CCCNCC3)CC[C@]3(C)C(=CC[C@@H]4[C@@]5(C)CCC(=O)C(C)(C)[C@@H]5CC[C@]43C)[C@H]2C1 | 99 | . | 91 | 94
45 | COc1cnc2c(c1)C(=O)c1c-2n(CCCN2CCCC2)c(=O)c2cc(F)ccc12 | -23* | -9.1* | 0.9* | 3.9*

nr | MDA-MB-231 | K-562 | MDA-MB-468 | MOLT-4
31 | -55* | -100* | -78* | -90*
32 | 95 | 98 | 105 | .
33 | 116 | 91 | 101 | 94
34 | 91 | 49 | 97 | 70
35 | 126 | 101 | 113 | 101
36 | 78 | 90 | 86 | 100
37 | 92 | 83 | 91 | 85
38 | 77 | 83 | 103 | 66
39 | 89 | 97 | 88 | 97
40 | -58* | 70 | -25* | 74
41 | 120 | 98 | 90 | 106
42 | 29 | . | 35 | .
43 | 98 | 96 | 92 | 108
44 | 106 | 97 | 106 | 106
45 | 23 | -45* | -30* | -19*

Remaining list, next part:
nr | molecule | RPMI-8226 | SR | CCRF-CEM | MCF7
46 | NS(=O)(=O)c1ccc(Nc2nc(O)c(/C=C3\C=Nc4ccccc43)s2)cc1 | 95 | 99 | 86 | 94
47 | C1=C\CCCCN2CC[C@H]3[C@H](CCCC/C=C\CCCN4C[C@@H](CCCCC/1)C[C@@H]3C4)C2 | . | . | 7.6* | 23
48 | N#Cc1c(-c2cccs2)cc(-c2cnccn2)nc1SCC(=O)NNC(=S)Nc1ccc(F)cc1 | 105 | 85 | 94 | 86
49 | CC1(C)OC(=O)C(=Cc2cccc(F)c2)C(=O)O1 | 102 | . | 103 | 104
50 | CC(CC(=O)c1ccccc1)=NCCCN=C(C)CC(=O)c1ccccc1 | 101 | 100 | 103 | 94
51 | COc1ccc(/C(C)=N/N=C2C(=O)N(C)c3ccc(Cl)cc32)cc1S(N)(=O)=O | 86 | . | 88 | 74
52 | O=C(Nc1cccc(-n2cc(-c3ccncc3)c(-c3ccc(O)c(Cl)c3)n2)c1)c1ccc2c(c1)OCCO2 | 18 | 38 | 36 | 37
53 | CCCCCC1(C)NC(C)(C)CO1 (configuration not stated) | 108 | . | . | 104
54 | CSc1ccc(C)cc1 | 96 | 88 | 109 | 96
55 | O=C(CCc1nc2c(=O)[nH]c(=S)[nH]c2[nH]c1=O)Nc1ccc(C(=O)O)cc1 | 107 | 122 | 96 | 93
56 | CN(C)C(=O)OC(c1ccc(Cl)cc1)c1ccccn1 (configuration not stated) | 93 | 90 | 99 | 95
57 | Cc1cc(C)c(C#N)c(SCC(=O)c2sc3c(C#N)c(C)cc(C)[n+]3c2[O-])n1 | 43 | 5.5* | 9.6* | 13
58 | CC(C)Cc1ccc(-c2ccc(=O)n(-c3ccc(S(N)(=O)=O)cc3)n2)cc1 | 92 | 99 | . | 102
59 | N#C/C(=C\c1ccc(F)cc1)c1nc(N)nc(Nc2ccc(S(N)(=O)=O)cc2)n1 | 97 | 89 | 96 | 84
60 | CC1C(c2ccccc2)OCCN1C(N)=S (configuration not stated) | 106 | 91 | 91 | 101

nr | MDA-MB-231 | K-562 | MDA-MB-468 | MOLT-4
46 | 88 | 101 | 104 | 95
47 | 74 | -19* | . | .
48 | 94 | 92 | 122 | 95
49 | 99 | . | 100 | .
50 | 86 | 112 | 89 | 110
51 | 82 | 82 | 80 | 84
52 | 29 | 39 | 71 | 54
53 | 106 | 108 | 104 | 103
54 | 102 | 91 | 121 | 95
55 | 103 | 100 | 91 | 106
56 | 96 | 111 | 104 | 107
57 | 15 | 5.3* | 4.3* | 2.7*
58 | 87 | 95 | 86 | 92
59 | 95 | 99 | 85 | 97
60 | 118 | 104 | 105 | 103

Compound profiles (already shown):
`CC1C(c2ccccc2)OCCN1C(N)=S` (configuration not stated) is entered as RPMI-8226 = 106; SR = 91; CCRF-CEM = 91; MCF7 = 101; MDA-MB-231 = 118; K-562 = 104; MDA-MB-468 = 105; MOLT-4 = 103
`CC(CC(=O)c1ccccc1)=NCCCN=C(C)CC(=O)c1ccccc1` is entered as RPMI-8226 = 101; SR = 100; CCRF-CEM = 103; MCF7 = 94; MDA-MB-231 = 86; K-562 = 112; MDA-MB-468 = 89; MOLT-4 = 110

(list continues)
nr | molecule | RPMI-8226 | SR | CCRF-CEM | MCF7
61 | C=C1CC[C@H]2[C@@](C)(CCC3OC(c4ccc(OCc5cn(CC6OC(OC)C(OCc7ccccc7)C(OCc7ccccc7)C6OCc6ccccc6)nn5)cc4)OC[C@]32C)[C@@H]1/C=C/C1=CCOC1=O (some centres not stated) | 77 | 94 | 89 | 85
62 | COc1cccc(-c2ccc(/C=N/NC(=O)c3[nH]c4ccc(Br)cc4c3-c3ccccc3)s2)c1 | -23* | 6.6* | 16 | 1.4*
63 | C=CCOc1ccccc1/C=N/N=C1\SCC(=O)N1c1c(C)n(C)n(-c2ccccc2)c1=O | 125 | . | 107 | 93
64 | CC1(O)CC(C)(C)C(C#N)C(=O)N1 (configuration not stated) | 112 | 98 | 103 | 111
65 | CN(C)c1ccc(/C=N\Nc2cc(=O)[nH]c3ccc(Cl)cc23)cc1 | 93 | . | 95 | 81
66 | CC(=O)CC(C)(C)NNC(N)=S | 110 | 112 | 107 | 93
67 | CCC(CCCN(CC)CCc1ccccc1)OC(=O)c1cc(OC)c(OC)c(OC)c1 (configuration not stated) | 85 | 79 | 99 | 86
68 | Nc1ccc(C(=O)NC(CCC(=O)O)C(=O)O)cc1 (configuration not stated) | 105 | . | 98 | 101
69 | CCCCCCCCCCCC(C)O (configuration not stated) | . | 100 | 101 | 97
70 | CCN1C(=O)N(CC)C2C1NN=C1SC(c3ccccc3)=CC(=O)N12 (configuration not stated) | 4.4* | 16 | 13 | 18
71 | CC(=O)CC(=O)Nc1nc2ccccc2s1 | 66 | . | 90 | 90
72 | CC1=CC2(C)C(C3C(C)=CC2(C)C(=O)C3(C)O)C(C)(O)C1=O (configuration not stated) | 115 | 92 | 104 | 99
73 | C=CCn1c(=S)[nH]c2c(Cl)cc(Cl)cc2c1=O | 98 | 90 | 101 | 105
74 | Clc1cc(Cl)c(OCCBr)cc1Cl | 123 | . | 116 | 96
75 | CC1OCC2OC(O)C(O)C(O)C2O1 (configuration not stated) | 105 | 99 | 108 | 107

nr | MDA-MB-231 | K-562 | MDA-MB-468 | MOLT-4
61 | 95 | 88 | 86 | 77
62 | -21* | 16 | 7.2* | 6.8*
63 | 103 | . | 108 | .
64 | 111 | 109 | 105 | 105
65 | 91 | 92 | 107 | 87
66 | 94 | 119 | 106 | 117
67 | 79 | 76 | 93 | 87
68 | 101 | 107 | 100 | 96
69 | 116 | 90 | 100 | 97
70 | 39 | 12 | 5.2* | 18
71 | 88 | 100 | 112 | 93
72 | 108 | . | 97 | 98
73 | 95 | 99 | 109 | 96
74 | 113 | . | . | 108
75 | 108 | 97 | 106 | 103
